Screening results: PubChem, National Center for Advancing Translational Sciences (NCATS)
S2 tox = reduces viability in counter-screen for ATXN expression inhibitors; S2 cells (HEK-293 line with an ATXN2-luciferase reporter) viability, CellTiter-Fluor protease fluorescence, 24 h; AID 651635; Potency, µM (highest dose often 56.7 µM), usual class: cytotoxic; 400,000 tested, 0.49% active; note: nearly all actives have a fitted effect of over 40% in size
TGFb SMAD3 inh = TGF-b pathway inhibition; HepG2 CAGA-GFP TGF-b/SMAD3 reporter, GFP fluorescence, 18 h; TGF-beta stimulated, 500 pg/mL final; Potency, µM (highest dose often 46.1 µM), inactives show at the highest dose activity, negative = inhibition, hits mostly inhibitors; 410,000 tested, 1.2% active; note: % is set by controls: 0 for no effect and ±100 for the full control effect; nearly all actives have a fitted effect of over 65% in size
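Cell-based qHTS in HEPG2 carrying a CAGA-GFP Smad reporter; compounds added before 500 pg/mL final TGF-beta, 18 h incubation at 37 degrees C, GFP fluorescence quantified per cell by imaging cytometry.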
MCF10A rerep = DNA re-replication induction in MCF 10a cells; MCF 10A DNA re-replication, Hoechst nuclear intensity, 48 h; Potency, µM (doses to about 46.1 µM), for the others: top-dose activity, positive = re-replication, most hits filed as activators; 350,000 tested, 2.9% active; note: % of control where 0% means no effect; nearly all actives have a fitted effect of over 50% in size
Nrf2 inh = blocks Nrf2 signaling; A549 ARE-Fluc reporter, luciferase luminescence, 18-24 h; Potency, µM (highest dose often 46 µM), inactives show at the top dose activity change, negative = inhibition, hits mostly inhibitors; 360,000 tested, 2.1% active; note: % is set by controls: 0 for no effect and ±100 for the full control effect; nearly all actives have a fitted effect of over 60% in size
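Reporter: ARE-Fluc in A549. Exposure: 18-24 h, 37 °C, 5% CO2, 5% FBS OPTI-MEM. Readouts: fluorescent cytotoxicity (CellTiter-Fluor), then luminescent Nrf2 signal after BugLite.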
Nrf2 activator = Nrf2 pathway activation; 410,000 tested, 0.31% active; AREc32 ARE-luciferase reporter (MCF7-derived line), luminescence, 24 h; AID 624171; Potency, µM (titrated, usually from 46.1 µM), for inactives: top-dose activation, most hits filed as activators; note: % of control where 0% means no effect; nearly all actives have a fitted effect of over 65% in size
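Nrf2 activation is followed as ARE-luciferase induction in the AREc32 line after one day of compound treatment; luminescence is read with Steady-Glo.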
A549 viability = counter-screen for Nrf2 inhibitors: cytotoxicity in A549 cells; Potency, µM (series often up to 46 µM), for the others: top-dose activity change, negative = cytotoxicity, most hits filed as inhibitors; 390,000 tested, 0.16% active; AID 504648; A549 ARE-Fluc cells, CellTiter-Fluor viability, 18-24 h; note: % is set by controls: 0 for no effect and ±100 for the full control effect
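A549 ARE_Fluc cells in 5% FBS OPTI-MEM were exposed to compounds in concentration-response for 18-24 h at 37 deg C. Viability was read by CellTiter-Fluor fluorescence (Ex 405/Em 525) after 30 min, before the luciferase read.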
EPAC2 antagonist = antagonists of human EPAC2 | Q8WZA2 | EPAC2 GEF exchange of Rap1B-BODIPY-GDP, fluorescence | Potency, µM (doses to about 114 µM), for inactives: at the top dose activity, negative = inhibition, most hits filed as inhibitors | 360,000 tested, 0.18% active | AID 720708; note: % is set by controls: 0 for no effect and ±100 for the full control effect; nearly all actives have a fitted effect of over 45% in size; many of its hits are not listed in these tables
Target sequence (Q8WZA2 whole entry, looked up): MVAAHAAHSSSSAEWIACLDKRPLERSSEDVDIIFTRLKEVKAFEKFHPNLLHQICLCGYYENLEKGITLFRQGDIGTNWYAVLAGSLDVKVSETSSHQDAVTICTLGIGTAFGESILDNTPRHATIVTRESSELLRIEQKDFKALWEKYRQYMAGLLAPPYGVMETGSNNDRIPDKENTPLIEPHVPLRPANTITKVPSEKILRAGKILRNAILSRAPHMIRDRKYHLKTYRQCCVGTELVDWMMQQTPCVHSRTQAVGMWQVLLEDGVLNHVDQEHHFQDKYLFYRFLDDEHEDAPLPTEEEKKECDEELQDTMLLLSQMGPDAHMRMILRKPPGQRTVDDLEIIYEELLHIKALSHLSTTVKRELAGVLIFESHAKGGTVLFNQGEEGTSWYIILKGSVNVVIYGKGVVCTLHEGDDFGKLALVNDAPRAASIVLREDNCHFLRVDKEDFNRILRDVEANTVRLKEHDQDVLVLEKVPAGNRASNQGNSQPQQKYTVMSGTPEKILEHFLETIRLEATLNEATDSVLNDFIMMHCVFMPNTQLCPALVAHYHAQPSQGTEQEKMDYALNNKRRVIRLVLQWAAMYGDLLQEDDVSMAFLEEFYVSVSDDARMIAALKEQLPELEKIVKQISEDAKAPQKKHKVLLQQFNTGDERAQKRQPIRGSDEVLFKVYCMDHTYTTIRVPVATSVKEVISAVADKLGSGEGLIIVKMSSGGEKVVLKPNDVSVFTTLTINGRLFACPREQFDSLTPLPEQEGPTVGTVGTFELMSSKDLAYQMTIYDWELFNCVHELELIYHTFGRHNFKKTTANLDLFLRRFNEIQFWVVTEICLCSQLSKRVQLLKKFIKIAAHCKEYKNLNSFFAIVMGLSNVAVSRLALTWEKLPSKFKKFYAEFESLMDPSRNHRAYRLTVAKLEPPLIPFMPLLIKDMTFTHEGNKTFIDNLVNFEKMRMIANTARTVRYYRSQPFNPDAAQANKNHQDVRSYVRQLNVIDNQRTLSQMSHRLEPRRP
HepG2 tox = HepG2 cytotoxicity, counter-screen for TGF-b inhibitors | HepG2 CAGA-GFP viability, ATP luminescence, 18 h | Potency, µM (titrated, usually from 46.1 µM), inactives show at the top dose activity change, negative = cytotoxicity, actives largely listed as cytotoxic | 410,000 tested, 0.76% active; note: some results filed as inactive show a strong effect at the top dose
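HepG2 CAGA-GFP cells (1000/well, DMEM with 1% FBS) received compound, then TGF-beta at 500 pg/mL final, and were incubated 18 hours at 37 degrees C. Viability was read by CellTiter-Glo luminescence. Media-only wells were set as complete cell-killing and DMSO as no toxicity.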
ATXN2 expr inh = ATXN2 expression inhibition | AID 1745845 | 360,000 tested, 0.72% active | Potency, µM (highest dose often 57 µM), for the others: at the top dose activity change, negative = inhibition, actives largely listed as inhibitors | HEK-293 ATXN2-luciferase reporter, luminescence, 24 h; note: % is set by controls: 0 for no effect and ±100 for the full control effect; nearly all actives have a fitted effect of over 55% in size
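ATXN2-luciferase reporter cells (luciferase flanked by upstream and downstream ATXN2 gene portions) were treated 24 h at 37 °C with compounds at up to 57 uM. SteadyGlo luminescence gave expression; GF-AFC fluorescence gave viability.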
* = called active by the depositor; i = inactive; ? = inconclusive; nt = no result given; [ ] = another dose, or the depositor's remark. Calls come from the whole dose curve; as a rule, active = well fitted curve in the direction sought with a large enough effect; inconclusive = small, poorly fitted or top-dose-only effect, or another doubt; inactive = no such curve, though single readings can be large; an effect the other way counts as inactive or inconclusive. Potency is the fitted concentration of half-maximal effect. The list is partial (hit frequency here may not be typical).

[1] O=C(NCc1cccs1)c1ccc2sc([C@@H]3O[C@H](CO)[C@H](O)[C@H](O)[C@H]3O)nc2c1
[2] Cc1cccc(-c2nn(-c3ccccc3)cc2C(=O)Nc2cccc(S(=O)(=O)NC3=NCCC3)c2)c1
[3] CCn1c2ccccc2c2cc(N)ccc21
[4] Cc1ccc(COc2ccc(/C=N/NC(=O)c3nnn(-c4nonc4N)c3COc3ccc(F)cc3)cc2)cc1
[5] CC(NC(=O)CSc1nc(-c2ccccc2F)nc2cc(=O)[nH]n12)c1nc2ccccc2n1C (stereo not drawn)
[6] CCOC(=O)C(NC(=O)CC)(Nc1nc2c(s1)CCCC2)C(F)(F)F (stereo not drawn)
[7] CCN(C(=O)c1ccco1)c1nc(CC(=O)Nc2ccc(Cl)cc2)cs1
[8] Cc1cccc(C)c1NC(=O)COc1ccccc1C(=O)Nc1ccc(Br)cn1

| screen / no. | 1 | 2 | 3 | 4 | 5 | 6 | 7 | 8 |
| --- | --- | --- | --- | --- | --- | --- | --- | --- |
| S2 tox | i | ? | ? | i | i | i | ? | ? |
| TGFb SMAD3 inh | 24% | 0% | 7% | -7% | -20% | -12% | -19% | 5% |
| MCF10A rerep | nt | 8% | ? | 1% | nt | 2% | 12µM* | 6% |
| Nrf2 inh | nt | -10% | -10% | 5% | 0% | ? | ? | -1% |
| Nrf2 activator | -0.9%[9.22 µM] | 0.4% | 0.1% | -0.3% | 10% | 1.6% | ? | 1.8% |
| A549 viability | nt | -11% | -9% | 3% | 15% | -3% | -17% | -1% |
| EPAC2 antagonist | 13% | -9% | -2% | -2% | nt | -12% | -4% | 1% |
| HepG2 tox | 12% | -1% | 1% | -1% | 2% | -4% | -9% | 4% |
| ATXN2 expr inh | 7% | 4% | -9% | 4% | -2% | -6% | -25% | -16% |

[9] COc1ccc2c(Cl)c(C(=O)NCCCn3ccnc3)sc2c1
[10] COc1cc(OC)cc(-c2nc3ccccc3c(=O)o2)c1
[11] CCN1CCN(S(=O)(=O)c2ccc(Cl)c(C(=O)Nc3nnc(C)s3)c2)CC1
[12] S=C(c1ccc(-c2ccc(Cl)c(Cl)c2)o1)N1CCOCC1
[13] COc1cc(/C=C/c2noc(-c3ccccc3O)n2)ccc1OC(C)=O
[14] Cc1nnc(SC(C)C#N)n1-c1ccccc1 (stereo not drawn)
[15] CCn1c(SCC(=O)Nc2nc(-c3ccccc3)cs2)nnc1-c1ccccc1O
[16] COc1ccc(S(=O)(=O)c2c(Nc3ccc(F)cc3)sc(C(=O)c3ccc4c(c3)OCO4)c2N)cc1

| screen / no. | 9 | 10 | 11 | 12 | 13 | 14 | 15 | 16 |
| --- | --- | --- | --- | --- | --- | --- | --- | --- |
| S2 tox | i | ? | i | i | i | i | i | i |
| TGFb SMAD3 inh | -8% | -1% | 20% | 1% | 0% | 2% | ? | -5% |
| MCF10A rerep | ? | 16% | 9% | ? | ? | -3% | 4% | nt |
| Nrf2 inh | nt | 18% | -7% | ? | ? | -7% | nt | nt |
| Nrf2 activator | 0.1% | ? | -0.9% | 5.1% | 5.4% | -0.8% | 5.7% | -0.6% |
| A549 viability | 11% | -4% | 0% | -2% | -16% | -1% | -11% | -2% |
| EPAC2 antagonist | -6% | 5% | 13% | -2% | 1% | 3% | -5% | nt |
| HepG2 tox | -16% | -22% | 3% | -20% | -10% | -2% | -2% | -3% |
| ATXN2 expr inh | 3% | 2% | -17% | 98%[activator] | nt | 6% | -4% | -5% |

[17] COCCn1nnnc1C(C(C)C)N(Cc1cccnc1)Cc1ccccc1Cl (stereo not drawn)
[18] O=C(NOCc1ccccc1)OCc1ccccc1
[19] COc1cccc(C2NC(=O)c3ccccc3O2)c1OC (stereo not drawn)
[20] COc1ccc([C@@H]2[C@@H]3C(=O)N(C(C)(C)C)C(=O)[C@@H]3[C@]3(Cc4ccccc4)C(=O)N(c4cccc(Br)c4)C(=O)N23)cc1
[21] CN(C)S(=O)(=O)c1cc(NC(=O)CN2CCN(c3ccccc3)CC2)ccc1Cl
[22] Cc1ccc(C(=O)C(C)OC(=O)CN2C(=O)NC3(CCCC3)C2=O)cc1C (stereo not drawn)
[23] COc1ccc(Cl)cc1N(CC(=O)N1CCCC1)S(C)(=O)=O
[24] CCn1c(C)cc(C(=O)CN2C(=O)c3ccccc3S2(=O)=O)c1C

| screen / no. | 17 | 18 | 19 | 20 | 21 | 22 | 23 | 24 |
| --- | --- | --- | --- | --- | --- | --- | --- | --- |
| S2 tox | i | i | ? | i | i | i | i | i |
| TGFb SMAD3 inh | 0% | 13% | -22% | -24% | -13% | -1% | -7% | 11% |
| MCF10A rerep | 3% | ? | -1% | -11% | 19% | -1% | -18% | 4% |
| Nrf2 inh | 23% | ? | 14% | ? | ? | 10% | 3% | 3.7µM* |
| Nrf2 activator | 2.4% | 4.2% | 0.3% | 1.0% | 4.3% | -0.4% | 0.3%[9.22 µM] | -1.5% |
| A549 viability | -6% | 9% | -3% | -6% | -3% | 0% | 0% | -3% |
| EPAC2 antagonist | 3% | -9% | 8% | ? | -5% | 6% | 14% | 9% |
| HepG2 tox | -21% | -44% | -10% | -18% | 1% | -41% | 1% | 7% |
| ATXN2 expr inh | -8% | 66%[activator] | 1% | 7% | 5% | -2% | 0% | ? |

[25] Cc1ccc(C)c(NC(=O)CN(C)C(=O)c2cc([N+](=O)[O-])ccc2N2CCOCC2)c1
[26] CC12C=CC(=O)C=C1CCC1C3CCC(O)(C(=O)CO)C3(C)CC(O)C12F (stereo not drawn)
[27] COc1ccc(CNC(=O)c2cnn(-c3ccc(OC)cc3)c2C2CCN(C(=O)OC(C)(C)C)CC2)cc1
[28] CC(=O)Nc1ccc(NC(=O)C2CCN(c3c(Cc4ccccc4)c(C)nc4ncnn34)CC2)cc1
[29] N#C/C(=C\c1ccc(Cl)cc1)C(=O)Nc1cccnc1
[30] CC(C)CN1CCN=C1Nc1ccccc1
[31] CCOc1ccc2nc(SCC(=O)N3CCCCCC3)c(C#N)cc2c1
[32] O=C(NC1C2CC3CC(C2)CC1C3)C1CCCCC1 (stereo not drawn)

| screen / no. | 25 | 26 | 27 | 28 | 29 | 30 | 31 | 32 |
| --- | --- | --- | --- | --- | --- | --- | --- | --- |
| S2 tox | i | i | nt | i | i | i | i | i |
| TGFb SMAD3 inh | -1% | -8% | 11µM* | ? | -6% | -14% | -6% | 4% |
| MCF10A rerep | -3% | 18% | nt | 19% | -1% | 15% | 16% | 1% |
| Nrf2 inh | 1% | 0.01µM* | ? | 10% | 5% | -1% | ? | 1% |
| Nrf2 activator | 0.1% | 2.4% | -0.4% | -0.6% | 3.7% | -0.3% | 6.7% | -0.4% |
| A549 viability | -20% | -5% | -10% | -4% | 0% | 1% | -5% | -1% |
| EPAC2 antagonist | 7% | 7% | nt | -5% | -1% | 12% | 12% | 6% |
| HepG2 tox | -18% | -1% | -7% | -3% | -30% | -1% | 9% | 8% |
| ATXN2 expr inh | 3% | -6% | nt | 8% | -2% | 1% | 38% | 6% |

Record cards (already shown). Order of screens: S2 tox	TGFb SMAD3 inh	MCF10A rerep	Nrf2 inh	Nrf2 activator	A549 viability	EPAC2 antagonist	HepG2 tox	ATXN2 expr inh
CCN1CCN(S(=O)(=O)c2ccc(Cl)c(C(=O)Nc3nnc(C)s3)c2)CC1 is listed as i	20%	9%	-7%	-0.9%	0%	13%	3%	-17%
CCN(C(=O)c1ccco1)c1nc(CC(=O)Nc2ccc(Cl)cc2)cs1 is listed as ?	-19%	12µM*	?	?	-17%	-4%	-9%	-25%
COCCn1nnnc1C(C(C)C)N(Cc1cccnc1)Cc1ccccc1Cl (stereo not drawn) is listed as i	0%	3%	23%	2.4%	-6%	3%	-21%	-8%

Next section.
[33] CCc1nc2ccc(C(=O)N3CCN(C(=O)c4ccco4)CC3)cn2c1N(C)Cc1nccs1
[34] Cc1ccc(OCC(=O)Nc2ccc3nc(SCC(=O)N(C)c4ccccc4)sc3c2)cc1
[35] Nc1nc(-c2ccc(Cl)cc2)nnc1-c1ccc(Br)cc1
[36] Cc1c(/C=C(\CC(=O)O)c2nc3ccccc3s2)cc(C#N)n1C
[37] CC(NS(=O)(=O)OCC(Cl)(Cl)Cl)c1ccc(C(C)(C)C)cc1 (stereo not drawn)
[38] COc1ccc(NC(=O)Nc2cc(C)ccc2OC(F)F)c(OC)c1
[39] CC=Cc1cc(OC)c2c(c1)C(C)C(c1ccc(O)c(OC)c1)O2 (stereo not drawn)
[40] Cc1ccc(-n2c(=O)c3ccc(C(=O)NCc4ccco4)cc3n(CC(=O)Nc3ccc(C)c(F)c3)c2=O)cc1

| screen / no. | 33 | 34 | 35 | 36 | 37 | 38 | 39 | 40 |
| --- | --- | --- | --- | --- | --- | --- | --- | --- |
| S2 tox | i | ? | i | i | ? | i | i | i |
| TGFb SMAD3 inh | -1% | -16% | 0% | -4% | ? | -19% | -17% | -9% |
| MCF10A rerep | nt | nt | -3% | ? | ? | 0% | ? | nt |
| Nrf2 inh | nt | ? | ? | -6% | ? | -14% | -2% | -22% |
| Nrf2 activator | -0.8% | 1.3% | -0.6% | 0.7% | -1.9% | 2.9% | 6.9% | -0.2% |
| A549 viability | nt | -14% | 1% | 4% | 16% | nt | -4% | -2% |
| EPAC2 antagonist | 6% | nt | 7% | 1% | ? | -8% | ? | nt |
| HepG2 tox | -3% | -12% | -24% | -9% | -104% | 6% | -39% | 1% |
| ATXN2 expr inh | 10% | ? | 10% | 0% | ? | 3% | 7% | 16% |

[41] CCOC(=O)N1CCN(C(=O)c2cccc(-n3c(=S)[nH]c4cc(Cl)ccc4c3=O)c2)CC1
[42] O=C(CN1C(=O)C2(SCC(=O)N2c2ccc(F)cc2)c2ccccc21)NC1CCCCC1 (stereo not drawn)
[43] COc1ccc(-c2nc(SCc3ccc(C#N)cc3)[nH]c(=O)c2C#N)cc1
[44] O=C(COc1cccc2cccnc12)Nc1cccc(S(=O)(=O)N2CCCC2)c1

| screen / no. | 41 | 42 | 43 | 44 |
| --- | --- | --- | --- | --- |
| S2 tox | i | i | i | i |
| TGFb SMAD3 inh | -6% | -3% | 8% | -1% |
| MCF10A rerep | -10% | nt | 0% | 4% |
| Nrf2 inh | -7% | 26% | ? | ? |
| Nrf2 activator | -0.7% | -0.3% | 0.3% | -0.1% |
| A549 viability | 2% | 3% | -5% | -2% |
| EPAC2 antagonist | 11% | nt | ? | 1% |
| HepG2 tox | -25% | 1% | 2% | 4% |
| ATXN2 expr inh | 2% | 6% | nt | -14% |
